Source: PubChem BioAssay (National Center for Advancing Translational Sciences (NCATS))
GAA glycogen: qHTS Assay for Inhibitors and Activators of Human alpha-Glucosidase Cleavage of Glycogen. AID 2100, 2009. Lysosomal alpha-glucosidase (Homo sapiens), P10253. Potency, µM (doses to about 76.4 µM), without a hit: at the top dose activity change, negative = inhibition, usual class: inhibitors. recombinant GAA, glycogen substrate, Amplex Red glucose oxidase fluorescence. hit rate 0.38% among 300,000;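 also: 0% = full enzyme reaction and -100% = no-enzyme basal signal; the screen sought inhibitors and activators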
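Recombinant human enzyme (4 nM); glycogen substrate; 37 C, 40 min, pH 5.0. Readout: coupled glucose oxidase/Amplex Red fluorescence.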
HTT cytoprotect: qHTS Multiplex Assay to Identify Dual Action Probes in a Cell Model of Huntington: Cytoprotection (ATP) | PC12 HTT-Q103 induced, cytoprotection, ATP luminescence, 40 h | Potency, µM (top dose mostly 56.4 µM), for inactives: cytoprotection (ATP increase), usual class: activators | hit rate 0.14% among 230,000 | AID 1471, 2008;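 also: % of control where 0% means no effect; nearly all actives have a fitted effect of over 45% in size; toxic huntingtin expression switched on by the ecdysone agonist tebufenozide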
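PC12 cells with ecdysone-inducible HTT exon 1 Q103-GFP, induced with 100 nM tebufenozide and co-treated with library compounds in a dose series (1536-well, 1500 cells/well). Cytoprotection read as ATP content by ATPlite luminescence.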
Tau fluor counter: Counterscreen qHTS for Inhibitors of Tau Fibril Formation, Fluorescence Polarization | AID 1463, 2008 | tau K18 P301L Alexa594 fluorescence, heparin fibrillization | Potency, µM (series often up to 57.7 µM), for the others: at the top dose activity change, negative = decrease | hit rate 0.93% among 280,000; also: % is scaled to controls: 0 for no effect and ±100 for the full control effect; nearly all actives have a fitted effect of over 55% in size
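Human tau K18 P301L (15 uM unlabeled, 0.24 uM Alexa 594-labeled) in 100 mM sodium acetate pH 7 with 20 uM heparin, 6 hr at 37 C. ThT 30 uM added, 1 hr ambient; Alexa 594 FP and total fluorescence read at 555/632 nm.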
GAA inhib: qHTS Assay for Inhibitors of Human alpha-Glucosidase as a Potential Chaperone Treatment of Pompe Disease; Lysosomal alpha-glucosidase (Homo sapiens), P10253; purified human GAA, 4-MU-alpha-glucoside fluorescence; Potency, µM (titrated, usually from 76.9 µM), inactives show at the top dose activity change, negative = inhibition, actives largely listed as inhibitors; hit rate 0.005% among 200,000; AID 1466, 2008;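 also: plate controls were uninhibited enzyme wells for no effect and no-enzyme background for full effect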
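AC50 values come from Hill fits of compound titrations (up to 77 uM) against 4 nM human enzyme. Substrate 4-methylumbelliferyl-alpha-D-pyranoside at 400 uM, pH 5.0 citrate buffer, 20 min room temperature; fluorescence Ex 365/Em 440 after alkaline stop.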
GAA spleen mod: qHTS Assay for Inhibitors and Activators of Human alpha-Glucosidase From Spleen Homogenate; Lysosomal alpha-glucosidase (Homo sapiens), P10253; Potency, µM (doses to about 79.9 µM), for inactives: top-dose activity change, negative = inhibition, most hits filed as inhibitors; human spleen homogenate, 4-MU-alpha-glucoside fluorescence; hit rate 0.006% among 240,000;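 also: 0% = enzyme with vehicle and -100% = no enzyme basal signal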
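Human spleen homogenate (1 ug) with 4-methylumbelliferyl-alpha-D-glucopyranoside (1 mM final) in 50 mM citrate/phosphate pH 5.0, 0.01% Tween-20; 40 min at 37 C. Stopped at pH 10; 4-MU fluorescence Ex 365/Em 440 nm; AC50 by Hill fit.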
GLA spleen mod: qHTS Assay for Inhibitors and Activators of Human alpha-Galactosidase From Spleen Homogenate; hit rate 0.008% among 240,000; human spleen homogenate, 4MU-alpha-Gal fluorescence, 40 min; Potency, µM (doses to about 80 µM), inactives show at the top dose activity change, negative = inhibition, hits mostly inhibitors; Alpha-galactosidase A (Homo sapiens), P06280; AID 2107, 2009;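 also: 0% = enzyme with vehicle and -100% = no enzyme basal signal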
Target sequence (P06280 32-429 limits assumed): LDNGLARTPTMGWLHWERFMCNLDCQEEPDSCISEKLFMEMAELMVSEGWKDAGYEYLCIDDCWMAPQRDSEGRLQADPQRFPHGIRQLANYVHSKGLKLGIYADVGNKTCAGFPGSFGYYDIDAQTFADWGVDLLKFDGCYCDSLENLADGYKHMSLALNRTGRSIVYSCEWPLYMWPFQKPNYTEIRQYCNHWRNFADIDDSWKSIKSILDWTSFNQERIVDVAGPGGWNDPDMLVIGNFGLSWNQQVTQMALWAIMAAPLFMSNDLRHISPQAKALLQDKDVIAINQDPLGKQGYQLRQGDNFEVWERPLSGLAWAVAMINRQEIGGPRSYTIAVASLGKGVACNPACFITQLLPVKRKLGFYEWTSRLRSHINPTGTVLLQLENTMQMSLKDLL
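Inhibition or activation of alpha-galactosidase in human spleen homogenate is scored by 4-MU fluorescence after 40 min at 37C, pH 5.0, with 1 mM substrate. AC50s come from concentration-response fitted to the Hill equation.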
Tau fibril ThT: qHTS for Inhibitors of Tau Fibril Formation, Thioflavin T Binding. Potency, µM (titrated, usually from 57.4 µM), without a hit: top-dose activity, negative = inhibition, hits mostly inhibitors. AID 1460, 2008. hit rate 2.1% among 270,000. recombinant tau K18 P301L (four-repeat tau fragment), heparin-induced fibrillization, ThT fluorescence; also: % is scaled to controls: 0 for no effect and ±100 for the full control effect; nearly all actives have a fitted effect of over 55% in size
Target sequence (P10636 561-689 P618L limits assumed): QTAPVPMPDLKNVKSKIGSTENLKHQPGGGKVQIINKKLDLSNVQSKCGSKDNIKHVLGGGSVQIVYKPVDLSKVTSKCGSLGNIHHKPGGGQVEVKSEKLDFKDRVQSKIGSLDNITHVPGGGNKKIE
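Heparin-induced fibrillization of the P301L-mutant K18 repeat-domain fragment of human tau was followed by ThT binding in quantitative high-throughput format.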
Tau fibril FP: qHTS for Inhibitors of Tau Fibril Formation, Fluorescence Polarization; Potency, µM (series often up to 57.7 µM), without a hit: at the top dose activity, negative = inhibition, hits mostly inhibitors; Microtubule-associated protein tau (Homo sapiens), P10636; hit rate 0.39% among 280,000; K18 P301L tau heparin fibrillization, Alexa594 FP, 6 h; also: % is scaled to controls: 0 for no effect and ±100 for the full control effect; nearly all actives have a fitted effect of over 55% in size
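Quantitative HTS format: compounds meet 15 uM recombinant K18 P301L tau and Alexa 594-tau tracer in 100 mM sodium acetate pH 7; 20 uM heparin triggers fibrillization at 37 C over 6 hr; FP gives the signal.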
Starred values were filed as active, the others as inactive; u = inconclusive; x = no result given; & = joins results of further samples; [ ] = dose if it differs, or a comment. Calls follow the shape of the dose curve; as a rule, active = well fitted curve in the direction sought with a large enough effect; inconclusive = small, poorly fitted or top-dose-only effect, or another doubt; inactive = no such curve, though single readings can be large; an effect the other way counts as inactive or inconclusive. Potency is read from the fitted curve at half-maximal effect. Not all compounds are listed; rates above refer to the full screens.

# | smiles | GAA glycogen | HTT cytoprotect | Tau fluor counter | GAA inhib | GAA spleen mod | GLA spleen mod | Tau fibril ThT | Tau fibril FP
1 | CCOc1ccc2[nH]c(=O)c(CN(CCO)C3(c4nnnn4C4CCCCC4)CCCCC3)cc2c1 | 11% | 0% | 6% | -8% | -2% | -7% | -5% | 6%
2 | O=Cc1cn(Cc2ccccc2F)c2ccccc12 | 5% | -69%[inhibitor] | -11% | 4% | -1% | -2% | -6% | -12%
3 | c1ccc(C2CC2)c(OCC2=NCCN2)c1 | x | -19% | -1%&-1%&-2%&-2% | x | -1%&-1%&-3%&-4% | 3%&6%&-10%&-6% | 1%&0%&-1%&-3% | 6%&0%&-7%&-4%
4 | CCOC(=O)Cn1cc([N+](=O)[O-])nc1[N+](=O)[O-] | 0% | 12% | 12% | 5% | -12% | 3% | 10% | 1%
5 | O=c1[nH]c(=O)n(Cc2ccccc2Cl)c(O)c1/C=C1/C=CC=N1 | 5% | x | -23% | 0% | -16% | -17% | u | 1%
6 | CCn1c(O)c(C=NCc2ccccc2)c(=O)[nH]c1=S | 7% | -18% | -15% | -6% | 4% | 5% | -14% | -5%
7 | Cc1cccc(CN2CCCC(C(=O)c3ccc4c(c3)OCO4)C2)n1 (centres undefined) | 0% | 15%[10 µM] | 5% | -1% | -3% | 5% | 0% | 6%
8 | c1ccc2c(N3CCNCC3)cccc2c1 | x | 16% | -3%&-5% | x | -7%&0% | 3%&2% | -4%&-4% | -2%&-2%
9 | CCNc1nc(Cl)nc(NCC)n1 | x | -16% | -2% | x | 0% | -2% | -2% | 2%
10 | O=S(=O)(c1ccc(Cl)cc1)N1CCCC1c1cccnc1 (centres undefined) | 11% | 0%[10 µM] | -20% | x | 11% | 1% | -10% | -6%

4 of the compounds above, screen by screen.
5	O=c1[nH]c(=O)n(Cc2ccccc2Cl)c(O)c1/C=C1/C=CC=N1
2	O=Cc1cn(Cc2ccccc2F)c2ccccc12
7	Cc1cccc(CN2CCCC(C(=O)c3ccc4c(c3)OCO4)C2)n1 (centres undefined)
4	CCOC(=O)Cn1cc([N+](=O)[O-])nc1[N+](=O)[O-]

Screen / compound no.,5,2,7,4
GAA glycogen,5%,5%,0%,0%
HTT cytoprotect,x,-69%[inhibitor],15%[10 µM],12%
Tau fluor counter,-23%,-11%,5%,12%
GAA inhib,0%,4%,-1%,5%
GAA spleen mod,-16%,-1%,-3%,-12%
GLA spleen mod,-17%,-2%,5%,3%
Tau fibril ThT,u,-6%,0%,10%
Tau fibril FP,1%,-12%,6%,1%

Further results follow:
# | smiles | GAA glycogen | HTT cytoprotect | Tau fluor counter | GAA inhib | GAA spleen mod | GLA spleen mod | Tau fibril ThT | Tau fibril FP
11 | CC(C)(C)P(=O)(c1ccncc1)N1CCCC1 (centres undefined) | 3% | 12%[0.074 µM] | 6% | -3% | -17% | 6% | -3% | -1%
12 | C#CC[N+]1(C)C2CCC1CC(O)C2 (centres undefined) | 1% | 14% | -3% | 2% | -3% | 6% | 2% | -5%
13 | CCN(c1ccccc1)S(=O)(=O)c1ccc(NC(=O)c2cc(=O)c3ccccc3o2)cc1 | 11%[76.3 µM] | x | -19% | x | x | x | 8% | u
14 | Nc1c([N+](=O)[O-])cc(F)c(N2CCNCC2)c1Br | 2% | x | -2% | -1% | 5% | 3% | u | -2%
15 | CC(=O)C(Sc1ncnc2c1nnn2-c1ccc(F)cc1)C(=O)N(C)C (centres undefined) | -12% | 10% | -15% | u | -5% | 5% | 14µM* | u
16 | COc1cc(CNC(=O)CCCC/C=C/C(C)C)ccc1O | x | -44%[inhibitor][1.9 µM] | u | x | 4%&1%&1%&-5%&2% | 0%&7%&4%&0%&14% | u | u
17 | Cc1c2cnn(CC(=O)N3CCC4(CC3)OCCO4)c(=O)c2c(C)n1Cc1ccccc1F | -1% | -3% | 2% | -2% | -6% | 4% | 5% | -1%
18 | CC(C)=CCCC1(C)C=Cc2c(O)c3c(c(CC=C(C)C)c2O1)OC12C(=CC4CC1C(C)(C)OC2(C/C=C(/C)C(=O)O)C4=O)C3=O (centres undefined) | x | -343%[inhibitor] | -16% | x | 5% | -2% | 22µM* | u
19 | Cc1oc(-c2ccc(Cl)cc2)nc1CN1C(=O)CN=C(c2ccccc2)c2cc(Cl)ccc21 | -4%[76.3 µM] | x | -8% | x | x | x | 3% | -1%
20 | O=c1c2ccccc2nc(N2CCCC2)n1-c1ccccc1 | -6% | -28% | -9% | 1% | 2% | 0% | -7% | 3%
21 | Cc1ccc(S(=O)(=O)N2CCCC2c2cccnc2)cc1 (centres undefined) | -2% | 3%[10 µM] | 6% | -3% | -2% | -4% | 5% | 0%
22 | O=C1/C(=C/c2ccc3c(c2)OCO3)N2CCC1CC2 | 11% | -4%[10 µM] | 4% | 3% | 1% | -12% | 1% | -9%
23 | CCN1C(=O)C(=Cc2cc(C)n(C3CC3)c2C)C(=O)N(CC)C1=S | -4% | -8%[10 µM] | -5% | -4% | -5% | -1% | u | -4%
24 | CCOC(=O)C(O)(c1ccc(N)c(OC)c1)C(F)(F)F (centres undefined) | 4% | -6%[0.074 µM] | -12% | -10% | 1% | 6% | -14% | -10%
25 | CCOc1ccc(N=Cc2c(O)n(-c3cc(C)cc(C)c3)c(=O)[nH]c2=O)cc1 | 0% | -7%[10 µM] | -10% | x | 0% | -5% | u | 1%
26 | CN1CC[C@@H]2CN3CCc4cccc(c43)[C@H]2C1 | x | 3% | -16% | x | 21% | 2% | u | -15%
27 | C=CCn1c(O)c(C(CC)=Nc2ccccc2NC(C)=O)c(=O)[nH]c1=O | 0% | 2% | 7% | -5% | -4% | -6% | -4% | 4%
28 | Cc1ccc(C[N+](C)(C)C)o1 | x | -6%&11%&-38% | -7%&-11%&-2% | x | -4%&0%&-4% | 3%&6%&-6% | -4%&-4%&-8% | u
29 | C=C1C(O)C2OC3(CCC(/C=C/C(C)C4CC(C)=CC5(OC(CC(C)(O)C(=O)O)CCC5O)O4)O3)CCC2OC1C(O)CC(C)C1OC2(CCCCO2)CCC1C (centres undefined) | x | 16%[1.9 µM] | -9%[2.34 µM] | x | 7%[3.15 µM] | -8%[3.15 µM] | -6%[2.31 µM] | u
30 | O=C(Cn1ncc2c3ccccc3n(Cc3ccccc3)c2c1=O)N1CCC2(CC1)OCCO2 | -11% | 4% | 2% | -10% | -4% | 1% | -10% | 6%
31 | COC(=O)c1c(C)[nH]c(C(=O)C(Cc2ccccc2)N(C)C)c1C (centres undefined) | -13% | -14% | 0% | 0% | -26% | -5% | -5% | 2%
32 | Clc1ccc(OCC#CCN2CCCC2)cc1 | -8% | -50% | -2% | 6% | -1% | 3% | -8% | -1%
33 | CC(=O)C1CC[C@H]2C3CC[C@@H]4CC(O)CC[C@@]4(C)C3CC[C@]12C (some centres undefined) | x | -31%[inhibitor] | -6% | x | 5% | 1% | -17% | -4%
34 | CC(=O)O[C@@H]1C[C@@]2(C)C(c3ccoc3)C[C@H]3O[C@]32[C@]2(C)C(=O)C(O)=C3C(C)(C)C(=O)C=C[C@]3(C)C12 (some centres undefined) | x | x | -8% | x | -12% | 0% | 25µM* | u
35 | CN1CN=C(N[N+](=O)[O-])N(Cc2ccco2)C1 | -1% | 24%[0.074 µM] | 17% | 6% | -7% | 0% | 14% | -1%
36 | COc1ccc(C2NCc3ccccc3-n3cccc32)cc1 (centres undefined) | 7% | -42%[inhibitor] | -9% | -3% | 1% | -4% | -13% | 2%
37 | Fc1ccc2c(c1)nnn2C1CCN(Cc2nnnn2C2CCCCC2)CC1 | -3% | -5% | -13% | 1% | -3% | -10% | -11% | 0%
38 | O=C(O)C1CSC(c2cccnc2)N1 (centres undefined) | 8% | -9% | -9% | -1% | 8% | -4% | -10% | -5%
39 | CC(Cc1cccc(C(F)(F)F)c1)NCCCc1ccccc1 (centres undefined) | x | -30%[inhibitor] | 0% | x | -8% | 0% | 8% | 1%
40 | CCCC[N+]1(C)[C@@H]2CC(OC(=O)[C@H](CO)c3ccccc3)C[C@H]1[C@@H]1O[C@@H]12 (some centres undefined) | -4% | x | -8% | 3%[15.4 µM] | 8% | 7% | -4% | 2%
41 | COc1ccc2[nH]cc(C3=CCNCC3)c2c1 | x | -21% | -27%&-29% | x | -4%&5% | 6%&13% | u | -2%&-10%
42 | CC(=O)c1cn(CCCOc2ccccc2)c2ccccc12 | 15% | 34%[10 µM] | -2% | 9% | 9% | 11% | -4% | 12%
43 | O=C(c1ccc2c(c1)ncn2C1CCCCC1)N1CCC2(CC1)OCCO2 | -9% | -47%[inhibitor][10 µM] | 0% | -1% | -4% | 0% | 1% | 2%
44 | O=C(O)/C=C\CO | x | u | -8% | x | 1% | 5% | -5% | -2%
45 | COc1cccc(CNC2CN3CCC2CC3)c1OC (centres undefined) | 3% | -16%[0.074 µM] | -7% | 6% | 5% | -2% | -12% | -5%
46 | COc1ccc(NC(=O)c2c(C)nn(Cc3ccccc3Cl)c2Cl)cc1Cl | -2% | -5%[1.9 µM] | -12% | -2% | 1% | 3% | -1% | 2%
47 | COc1ccc2c(CCN)c[nH]c2c1 | -6% | -10%&1% | -8%&-11% | -2% | 5%&-4% | 5%&3% | -14%&-19% | 9%&-3%
48 | COc1ccccc1CCNCc1cc2c(cc1[N+](=O)[O-])OCO2 | 8% | 9% | -6% | 4% | 3% | 5% | -12% | -3%
49 | COc1ccc(C(C)=O)cc1CC(C(=O)c1ccc(C)cc1)N(C)C (centres undefined) | 11% | 2%[10 µM] | -2% | -4% | 0% | -3% | -6% | -3%
50 | COc1ccc(N=Cc2c(O)n(CC3CCCO3)c(=O)[nH]c2=O)cc1 (centres undefined) | 12% | 13%[10 µM] | -8% | 0% | 1% | 9% | -6% | 0%
